PfM18AAP inh – PfM18AAP inhibitors, malaria aminopeptidase, primary screen, biochemical, QFRET, recombinant enzyme; M18 aspartyl aminopeptidase (Plasmodium falciparum 3D7); H-Glu-NHMec fluorogenic cleavage; inhibition, % at 7.35 µM; 290,000 compounds, 1.2% hits;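 active = inhibition above the campaign mean inhibition over all tested compounds plus 3 SD, cut at about 28% in these data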;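 note: 0% = plate median of test compound wells and 100% = 2 mM ZnCl2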
MEKK2wt PB1 HTS – modulators of MEK5 binding to wildtype MEKK2, primary screen, biochemical, multiplex bead flow cytometry, Alexa488-MEK5. AID 1531, 2009. Mitogen-activated protein kinase kinase kinase 2 (Homo sapiens), Q9Y2U5. 290,000 compounds, 1.1% hits. binding response (% of control), % at 10 µM. Alexa488-MEK5 binding to MEKK2 WT; actives lie on both sides; in the data active = binding response below about 67% or above about 130%
GalR3 antagonist – GalR3 antagonists in HEK293 cells, primary screen, cell-based, fluorescence readout | 360,000 compounds, 0.44% hits | inhibition, % at 3 µM | Galanin receptor type 3 (Homo sapiens), O60755 | HEK293 GalR3-CNG cAMP membrane potential fluorescence; galR3 body fused to GalR1 C-terminus | AID 651719, 2012;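 active = inhibition above the screen-wide average plus 3 SD, cut at about 13% in these data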;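 note: forskolin and galanin both at EC90 stimulate the cells; cAMP rise reported by CNG channel membrane potential dye signal; 0% = forskolin plus galanin with DMSO and 100% = forskolin alone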
Target sequence (O60755 1-299 limits assumed): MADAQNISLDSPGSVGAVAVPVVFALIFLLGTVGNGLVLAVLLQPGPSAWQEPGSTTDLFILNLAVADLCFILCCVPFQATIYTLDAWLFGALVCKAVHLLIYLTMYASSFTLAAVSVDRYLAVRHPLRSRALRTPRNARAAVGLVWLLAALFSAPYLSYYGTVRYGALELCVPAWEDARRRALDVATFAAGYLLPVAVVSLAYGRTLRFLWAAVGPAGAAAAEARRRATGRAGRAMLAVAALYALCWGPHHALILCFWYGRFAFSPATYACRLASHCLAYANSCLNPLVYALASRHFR
OXTR ag – human OXTR agonists, primary screen, fluorescence, CHO-OTR cells, Fluo-8 calcium. Oxytocin receptor (Homo sapiens), P30559. 320,000 compounds, 0.32% hits. activation, % at 3 µM. Fluo-8 calcium fluorescence; normalized: DMSO 0%, oxytocin 100%. AID 2435, 2010;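 active = activation above the mean of all tested compounds plus 3 SD, cutoff set per screening run, cut at about 20% in these data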;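 note: peak over basal fluorescence ratio from a 100 s FLIPR kinetic read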
Target sequence (P30559 whole entry, looked up): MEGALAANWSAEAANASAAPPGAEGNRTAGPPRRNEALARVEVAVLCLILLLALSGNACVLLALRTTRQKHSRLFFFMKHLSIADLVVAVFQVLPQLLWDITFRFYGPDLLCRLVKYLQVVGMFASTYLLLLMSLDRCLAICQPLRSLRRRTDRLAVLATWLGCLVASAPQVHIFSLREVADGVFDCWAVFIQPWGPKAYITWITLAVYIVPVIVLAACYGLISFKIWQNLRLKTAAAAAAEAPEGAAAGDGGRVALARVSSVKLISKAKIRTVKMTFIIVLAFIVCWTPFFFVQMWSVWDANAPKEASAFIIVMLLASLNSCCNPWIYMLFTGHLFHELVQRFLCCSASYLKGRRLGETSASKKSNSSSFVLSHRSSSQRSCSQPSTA
OXTR potentiate – human OXTR potentiators, primary screen, fluorescence, CHO-OTR cells, Fluo-8 calcium. Oxytocin receptor (Homo sapiens), P30559. Fluo-8 calcium fluorescence, potentiator mode; 0% = oxytocin EC15, 100% = EC100. activation, % at 3 µM. 320,000 compounds, 0.061% hits. AID 2445, 2010;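 active = activation above that plate's cutoff, the mean activation of tested compounds plus 3 SD, cut at about 6.6% in these data, passing the limit was not always enough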;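 note: 100% uses oxytocin at 75 nM as the full agonist control; some results filed as inactive read as strong as hits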
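Assay system: CHO cell line stably expressing human OTR | Also added: Oxytocin at about EC15, sub-maximal agonist stimulus | Times: Compound 6 min at room temperature before oxytocin, 100 s read | Measured by: Fluo-8 intracellular calcium fluorescence, ex 470-495, em 515-575 nm | Controls: EC15 oxytocin alone as 0%, 75 nM oxytocin as 100%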
V1aR counter – agonists of human V1a receptor, primary screen, counter-screen for OXTR agonist project, fluorescence, CHO-V1R cells; Vasopressin V1a receptor (Homo sapiens), P37288; Fluo-8 calcium fluorescence, agonist mode; 0% DMSO, 100% 3 nM vasopressin; activation, % at 3 µM; 320,000 compounds, 0.25% hits;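 active = activation above the mean activation of all tested compounds plus 3 SD, per screening run, cut at about 20% in these data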;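 note: signal is peak over basal fluorescence ratio across a 100 second FLIPR read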
Target sequence (P37288 whole entry, looked up): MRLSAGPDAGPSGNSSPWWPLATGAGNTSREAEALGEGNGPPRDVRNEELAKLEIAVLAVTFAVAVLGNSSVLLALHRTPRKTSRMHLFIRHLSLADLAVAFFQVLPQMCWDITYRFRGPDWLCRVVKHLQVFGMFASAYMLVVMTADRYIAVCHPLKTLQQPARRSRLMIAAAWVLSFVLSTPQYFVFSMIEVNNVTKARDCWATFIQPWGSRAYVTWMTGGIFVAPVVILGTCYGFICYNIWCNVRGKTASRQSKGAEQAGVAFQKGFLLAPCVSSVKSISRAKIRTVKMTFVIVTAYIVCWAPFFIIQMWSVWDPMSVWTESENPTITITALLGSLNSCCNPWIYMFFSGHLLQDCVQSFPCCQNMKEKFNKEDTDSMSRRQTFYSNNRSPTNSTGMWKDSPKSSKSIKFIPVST
NALP1 inh – NALP1 inflammasome inhibitors in reconstituted yeast, colorimetric, S. cerevisiae, triplicate retest; S. cerevisiae NALP1/ASC/caspase-1 growth, X-gal OD620, 72 h; inhibition, % at 10 µM; 280,000 compounds, 0.61% hits; in the data active = inhibition mostly above about 24%, no sharp cut-off; inactive = mostly below about 32%; note: some compounds called inactive have numbers as strong as hits
MEKK2 mut-MEK5 – MEK5 binding signal on mutant MEKK2 PB1, primary screen, biochemical, multiplex bead flow cytometry, Alexa488-MEK5; Alexa488-MEK5 binding to MEKK2 mutant; percent response, % at 10 µM; 290,000 compounds, 0.35% hits; in the data active = percent response above about 24%, passing the limit was not always enough; note: inactives centre near 1; some results filed as inactive read as strong as hits
GPR7 antagonist – GPR7 receptor antagonists, primary screen, cell-based, fluorescence, single concentration; Neuropeptides B/W receptor type 1 (Homo sapiens), P48145; GPR7-expressing cells, fluorescence antagonist assay; inhibition, % at 4.4 µM; 290,000 compounds, 1.1% hits; in the data active = inhibition above about 16%, passing the limit was not always enough;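 note: cells stimulated with the agonist NPW; 0% = agonist with vehicle and 100% = vehicle without agonist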
* marks the source's active call; other numbers are inactive results; . = no result given.

SMILES	PfM18AAP inh	MEKK2wt PB1 HTS	GalR3 antagonist	OXTR ag	OXTR potentiate	V1aR counter	NALP1 inh	MEKK2 mut-MEK5	GPR7 antagonist
CC(C)(C)n1nc2c(c1NC(=O)Cc1ccccc1)CS(=O)(=O)C2	0	96	-3	-0.7	-5	-0.7	-3	-3	3
C=CCc1ccccc1OCCCCN1CCCC1	0	113	-4	2.4	-4	0.7	20	4	-12
Cn1ncc(C(=O)Nc2ccc(Cl)cc2)c1C(F)(F)F	-10	76	-4	1.3	0	-0.4	10	-32	4
Cc1ccccc1N1CC(C(=O)Nc2nnc(SCC(=O)Nc3nccs3)s2)CC1=O (configuration not stated)	1	104	-7	-0.5	-6	0.4	-3	0	1
COc1cccc(NC(=O)CC(C)=O)c1	0	99	0	0.8	3	-0.4	32	-2	2
CCn1c(SCC(=O)Nc2cccc(F)c2)nnc1-c1cc2cc(Br)ccc2o1	6	96	-2	-1.0	-6	0.6	0	1	-12
CCC(CC)NC(=O)c1ccc2c(c1)OCCO2	1	100	-3	-1.1	-19	0.9	14	2	-15
CC(=O)N1CCc2cc(Br)cc(S(=O)(=O)NCCCN(C)Cc3ccccc3)c21	-3	97	-14	0.0	-7	0.5	26	-4	11
CCCC1CC(C(=O)Nc2ccccc2)C(=O)O1 (configuration not stated)	.	.	-5	-2.3	-5	-0.3	.	.	.
CC(=O)c1ccccc1OCCCCN1CCCCC1	2	117	-4	-0.7	2	1.1	24	22	-3
Cc1ccccc1N1CCN(Cc2ccc(Br)o2)CC1	13	107	-2	.	.	.	9	8	-5
CCCCc1ccc(CC2S/C(=C(\C#N)C(=O)N3CCOCC3)N(c3ccccc3)C2=O)cc1 (configuration not stated)	-6	98	-2	0.9	-12	0.3	3	-7	-3
O=C(CCN1C(=O)c2ccccc2C1=O)NCCCn1ccnc1	-2	102	-3	0.1	0	0.1	-5	1	-23
CCOc1cc(Cl)c(S(=O)(=O)NCc2cccnc2)cc1Cl	-6	106	-2	3.1	-16	6.1	8	5	-9
COC(=O)C1=C(CN2CCN(C)CC2)NC(=O)NC1c1cc(C)ccc1C (configuration not stated)	7	105	-1	1.4	3	-0.1	26	5	-9
Cc1c(C(Nc2ccccn2)c2ccccc2)c(=O)n(-c2ccccc2)n1C (configuration not stated)	-5	101	-4	-0.4	-4	0.6	-8	5	-16
COC(=O)c1cn(Cc2cccnc2)c(=O)c2ccccc12	2	100	3	-1.3	-6	0.2	2	-1	-14
CCOC(=O)c1cnc(SCc2nc(N)nc(Nc3ccc(F)cc3)n2)nc1N	-4	101	-5	-0.9	5	-1.1	7	2	-6
CCC(C)c1ccc(NC(=O)C2CCN(c3ncccn3)CC2)cc1 (configuration not stated)	10	105	-6	-2.5	-9	0.5	-41	3	6
NC(=O)C1(N2CCCCC2)CCN(C2CC(=O)N(Cc3ccc(N4CCCC4=O)cc3)C2=O)CC1 (configuration not stated)	-130	98	-5	1.1	-1	0.5	16	-5	-9
Cc1ccccc1OCc1nnc(SCC(=O)N2c3ccccc3Sc3ccc(Cl)cc32)o1	0	98	-3	0.4	-1	1.1	18	0	0
COc1ccc(-c2cc(C(=O)Nc3ccccc3N3CCOCC3)c3ccccc3n2)cc1OC	0	81	-4	-2.7	-14	-1.8	-13	-12	-16
CCOC(=O)C=C(C(=O)OCC)C(=O)OCC	-1	111	-6	.	.	.	-14	9	-10
CCN(C(=O)CN1C(=O)NC2(CCc3ccccc32)C1=O)C1CCCCC1 (configuration not stated)	.	.	-2	0.7	-2	0.5	.	.	.
O=C(NCc1ccccc1)N1CCN(CCO)CC1	-3	98	-11	0.3	-8	0.9	.	0	0

Entries from the list above that contain fluorine (3):
SMILES	PfM18AAP inh	MEKK2wt PB1 HTS	GalR3 antagonist	OXTR ag	OXTR potentiate	V1aR counter	NALP1 inh	MEKK2 mut-MEK5	GPR7 antagonist
Cn1ncc(C(=O)Nc2ccc(Cl)cc2)c1C(F)(F)F	-10	76	-4	1.3	0	-0.4	10	-32	4
CCn1c(SCC(=O)Nc2cccc(F)c2)nnc1-c1cc2cc(Br)ccc2o1	6	96	-2	-1.0	-6	0.6	0	1	-12
CCOC(=O)c1cnc(SCc2nc(N)nc(Nc3ccc(F)cc3)n2)nc1N	-4	101	-5	-0.9	5	-1.1	7	2	-6

The listing continues:
SMILES	PfM18AAP inh	MEKK2wt PB1 HTS	GalR3 antagonist	OXTR ag	OXTR potentiate	V1aR counter	NALP1 inh	MEKK2 mut-MEK5	GPR7 antagonist
COc1ccc2c(c1OC)C(=O)N(c1ccc(C)cc1)C2	0	80	2	-1.6	-10	-1.3	37	-32	23*
CCOc1ccc(C(C)=O)cc1N1C(=O)C2C3C=CC(C3)C2C1=O (configuration not stated)	-2	99	.	-0.5	-1	1.4	4	-1	-4
CCC(=O)Oc1ccc(C(=O)Nc2c[nH]c(=O)[nH]c2=O)cc1	-2	92	11	0.6	-3	1.2	14	-1	-5
CN(C)CCCNC(=S)N(CCO)Cc1cc2cc3c(cc2[nH]c1=O)OCO3	8	116	-7	0.5	-3	1.0	22	6	-6
O=C1CCCC2=C1C(c1ccsc1)CC(=O)N2c1ccccc1F (configuration not stated)	0	100	-1	0.7	0	0.2	-12	0	8
OC(CNCCCN1CCCCC1)COc1ccccc1 (configuration not stated)	-6	116	-5	0.8	5	1.7	-2	13	-8
O=C(CCc1ccccn1)N1CCCC(Nc2cccc(F)c2)C1 (configuration not stated)	6	98	-7	0.1	-8	1.1	9	-11	1
Cn1c(SCC(=O)c2c(N)n(C)c(=O)n(C)c2=O)nnc1-c1ccccc1	-1	97	-4	-0.3	-4	3.3	-6	-1	-5
O=C(Cn1c(=O)cnc2ccccc21)Nc1cccc(S(=O)(=O)N2CCOCC2)c1	.	.	-5	0.6	-2	1.0	.	.	.
COc1ccccc1CC(=O)N1CCC(n2nccc2NC(=O)C2CCOC2)CC1 (configuration not stated)	-15	109	-2	0.9	-4	0.0	20	7	0
S=c1[nH]nc(-c2ccccc2)n1Cc1ccccc1	20	100	-6	-0.9	-9	0.6	4	1	-15
CC(=O)c1cccc(NC(=O)c2ccc(C(=O)Nc3cccc(C(C)=O)c3)nc2)c1	-10	91	-2	1.0	2	0.9	-7	-6	-5
O=C(NCc1csc(-c2cccs2)n1)c1cccc(Cl)c1	-6	100	1	-0.9	-5	0.5	0	-5	-7
Nc1ccc(Br)cc1Br	-8	106	-6	0.4	-4	1.0	-6	6	-4
Cc1cccc(CSc2ncccc2C(=O)O)c1	-5	95	-2	-0.9	-9	0.7	27	-3	-5
O=C1C2C3C=CC(C3)C2C(=O)N1CCN1CCN(S(=O)(=O)c2ccc3ccccc3c2)CC1 (configuration not stated)	0	100	8	4.0	-5	3.5	5	-1	2
CCCCCC1CC(CC(C)C(=O)Nc2nncs2)C(=O)O1 (configuration not stated)	0	.	-2	-1.1	0	-0.3	2	.	5
O=C(NCC(c1ccco1)N1CCN(c2ccccc2F)CC1)c1ccco1 (configuration not stated)	.	.	1	-0.1	0	-1.1	.	.	.
CC1CCN(C(=O)Nc2cccc(NC(=O)N3CCC(C)CC3)c2)CC1	-2	100	-1	-1.8	-1	-0.4	-3	0	-4
COc1ccc(CN=C2NN=C(c3ccc(Cl)cc3)CS2)cc1	-1	98	-2	-1.3	-18	0.1	7	0	-8
COc1ccc(NC(=O)COC(=O)c2cc(C)oc2C)cc1OC	.	.	-3	1.3	-3	0.9	.	.	.
CC1=C(C(=O)OCc2ccccc2)C(c2ccc(-c3ccccc3)cc2)NC(=O)N1CCCC(=O)O (configuration not stated)	.	94	-1	1.3	1	-0.1	.	-4	.
Cc1ccc(C(=O)Nc2cccc3cccnc23)cc1C	5	108	0	0.4	-22	0.8	11	4	3
C=CCn1c(SCC#N)nc2sc(CC)cc2c1=O	-2	107	-3	-1.5	-12	0.0	11	5	-13
CSc1nc(N)nc(SCC(=O)Nc2ccc(Cl)cc2)c1C#N	-4	136	-8	5.7	-9	7.7	3	8	-6

The results go on.
SMILES	PfM18AAP inh	MEKK2wt PB1 HTS	GalR3 antagonist	OXTR ag	OXTR potentiate	V1aR counter	NALP1 inh	MEKK2 mut-MEK5	GPR7 antagonist
Cc1cccc(NCc2ccccc2O)c1C	5	99	-1	-1.8	-13	0.1	.	-3	-12
Cc1nc(-c2ccccc2)sc1-c1ccn[nH]1	-7	105	-9	-0.5	-8	-0.2	9	2	-1
Cc1cc(NC(=O)COc2ccccc2C)ccc1NC(=O)c1ccco1	3	106	-3	2.5	-2	2.0	18	8	-9
O=C(Nc1ccc(F)cc1)N1CCCN(c2nccc(C(F)(F)F)n2)CC1	-3	96	-3	2.5	-3	1.5	6	-1	4
Cc1ccc(Cl)cc1NC(=O)Cn1nc(-c2cccs2)ccc1=O	3	95	-8	7.1	-13	7.5	12	1	10
Cc1cccc(Cc2nnc(CCC(=O)N(C)Cc3ccncc3C)o2)c1	0	104	-3	-0.7	-4	0.5	11	0	-4
O=C(COC(=O)CCC(=O)Nc1nccs1)NCc1ccco1	5	101	-5	1.1	-1	-0.3	3	-1	-6
O=C(O)Cn1nc(C(F)(F)F)c2c1CCC2	4	107	-8	-0.8	-9	-0.2	10	5	5
C=CCn1c(SCc2cccc3ccccc23)nnc1-c1cccnc1	0	108	-5	1.2	-6	2.5	8	9	6
O=C(CN1N=C(c2ccc(Cl)cc2)CCC1=O)NCc1cccnc1	-9	110	2	0.4	2	-0.4	21	1	-4
COC(=O)CCNC(=O)c1nn(Cc2ccccc2)c(=O)c2ccccc12	3	96	-3	0.0	5	-0.2	6	3	-10
CCCOC(=O)C(C)Sc1n[nH]c(=O)[nH]c1=O (configuration not stated)	-9	101	-3	-0.5	1	-0.1	6	5	-10
CCOC(=O)C1CCN(C(=O)c2ccc3c(c2)NC(=O)/C(=C/c2ccccc2)S3)CC1	-5	98	-9	-0.9	-4	2.1	16	-8	13
CCOC(=O)c1ccc(NS(=O)(=O)c2ccc(Cl)nc2)cc1	5	95	.	-0.3	-7	0.1	2	-12	-20
COc1cccc(CNC(=O)CCCC(=O)Nc2cccc([N+](=O)[O-])c2)c1	8	113	1	0.7	-3	1.5	-4	5	1
CN(C)c1cccc2c1c(NS(=O)(=O)c1cn(C)cn1)nn2C	18	103	1	-0.2	-3	0.4	9	-2	-6
O=c1cc(-c2ccccc2Cl)oc2c(Br)ccc(O)c12	12	90	-2	-0.9	-5	0.5	28	3	7
CC1(C)Cc2c(sc3nc(SCC(=O)NCc4ccccc4)n(-c4ccccc4)c(=O)c23)CS1	-2	83	0	-1.7	-16	-0.2	4	0	13
CCN(CC)S(=O)(=O)c1csc(C(=O)NCc2ccccc2)c1	-9	99	-1	0.8	-4	0.8	12	0	14
COc1ccc2[nH]c(=O)c(CN(Cc3nnnn3CCc3ccccc3)CC3CCCO3)cc2c1 (configuration not stated)	-6	104	7	-0.4	-22	0.6	-7	4	-13
